# EBI2 block: antagonists of human EBI2 receptor; inhibition, % at 5 µM; EBI2 beta-arrestin recruitment, luminescence, 7a,25-OHC stimulated; actives 0.81% (n = 360,000); AID 651636; P32249; in the data active = inhibition above about 38%;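 note: enzyme fragment complementation signal reports receptor beta-arrestin coupling in cells; 0% = agonist plus DMSO wells and 100% = wells without agonist; some results beyond the cut were filed as inactive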
# Target sequence (P32249 whole entry, looked up, the tested form may be a part): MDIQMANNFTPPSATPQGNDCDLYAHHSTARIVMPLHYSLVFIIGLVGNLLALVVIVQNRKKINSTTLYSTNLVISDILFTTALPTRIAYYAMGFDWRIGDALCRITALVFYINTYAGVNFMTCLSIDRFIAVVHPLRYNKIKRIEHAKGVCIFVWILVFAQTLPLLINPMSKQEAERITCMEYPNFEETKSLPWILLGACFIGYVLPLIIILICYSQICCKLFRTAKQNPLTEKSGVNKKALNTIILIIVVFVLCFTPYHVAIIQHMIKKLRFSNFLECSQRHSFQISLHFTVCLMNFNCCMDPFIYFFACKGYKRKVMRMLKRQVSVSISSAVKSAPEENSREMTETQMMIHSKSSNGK
# ATG4B inhibitor: blocks human ATG4B protease cleavage of LC3 substrate. ATG4B cleavage of LC3-PLA2, NBD-HPC fluorescence, 1 h. inhibition, % at 8.33 µM. actives 0.51% (n = 340,000). AID 504462; in the data active = inhibition above about 40%
# APJ ag: activates the human apelin receptor APJ; actives 0.11% (n = 330,000); CHO-K1 APJ PathHunter beta-arrestin, luminescence; 0% DMSO wells, 100% apelin; P35414; activation, % at 20 µM;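 active = activation more than six SD over the plate average, tested at 20 µM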;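 note: 0% = DMSO alone and 100% = apelin-13 at 10 nM; some results filed as inactive read as strong as hits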
# Target sequence (P35414 whole entry, looked up): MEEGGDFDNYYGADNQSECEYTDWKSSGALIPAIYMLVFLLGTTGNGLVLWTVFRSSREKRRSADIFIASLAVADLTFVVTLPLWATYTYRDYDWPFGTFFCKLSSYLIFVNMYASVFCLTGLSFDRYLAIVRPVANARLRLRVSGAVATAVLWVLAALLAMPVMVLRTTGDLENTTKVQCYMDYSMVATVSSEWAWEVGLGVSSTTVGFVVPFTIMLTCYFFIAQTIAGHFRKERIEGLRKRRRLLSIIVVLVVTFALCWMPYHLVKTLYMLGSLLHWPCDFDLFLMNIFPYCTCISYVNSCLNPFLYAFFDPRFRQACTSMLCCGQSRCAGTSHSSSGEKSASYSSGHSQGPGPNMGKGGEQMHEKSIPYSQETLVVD
#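 Material: CHO-K1 APJ beta-arrestin complementation cell line; Input: cell density 1000 per well; Incubation: compound stimulation 90 min at 25 °C, detection 60 min; Signal: luminescence from split beta-galactosidase complementation, Galacton Star/Emerald II substrate; Controls: DMSO-only wells as negative, 10 nM Apelin-13 as positive control.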
# UBC13 inh: human UBC13 polyubiquitination inhibition | P61088 | UBC13 polyubiquitin chain formation, TR-FRET | inhibition, % at 20 µM | actives 0.47% (n = 330,000); in the data active = inhibition above about 45%, passing the limit was not always enough
# APJ antag: antagonists of human APJ apelin receptor; P35414; CHO-K1 APJ beta-arrestin complementation, luminescence; inhibition, % at 20 µM; actives 0.32% (n = 330,000); AID 2521;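 active = inhibition above about 40% at 20 µM, limit read from the data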;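 note: cells challenged with 10 nM apelin-13 agonist together with compound; plate controls were apelin-13 plus DMSO wells for no effect and DMSO wells lacking apelin-13 for full effect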
# Gli-Sufu block: blocks Gli-Sufu signaling in a luciferase reporter | AID 588413 | actives 0.74% (n = 340,000) | inhibition, % at 5 µM | Sufu-KO-LIGHT fibroblasts, Gli luciferase reporter luminescence;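 active = inhibition above about 55%, limit read from the data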;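 note: 0% = DMSO-treated cells and 100% = wells with medium but no cells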
# CXCR6 inh: CXCR6 (human) receptor inhibition; CHO-K1 PathHunter CXCR6 beta-arrestin, luminescence; actives 0.36% (n = 360,000); inhibition, % at 20 µM; in the data active = inhibition above about 34%, passing the limit was not always enough;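 note: antagonist mode with CXCL16 agonist at 10 nM final; 0% = 10 nM CXCL16 with DMSO and 100% = unstimulated wells without agonist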
# CCR6 antag: CCR6 (human) receptor antagonism; inhibition, % at 20 µM; P51684; actives 0.49% (n = 340,000); AID 493098; CHO-K1 CCR6 PathHunter beta-arrestin, luminescence, CCL20-stimulated;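 active = compounds whose inhibition of the agonist-driven luminescence signal at 20 µM reaches about 50%, limit read from the data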;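 note: cells stimulated with CCL20 at 14 nM final; plate controls were DMSO with CCL20 for no effect and DMSO without agonist for full effect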
# Target sequence (P51684 whole entry, looked up): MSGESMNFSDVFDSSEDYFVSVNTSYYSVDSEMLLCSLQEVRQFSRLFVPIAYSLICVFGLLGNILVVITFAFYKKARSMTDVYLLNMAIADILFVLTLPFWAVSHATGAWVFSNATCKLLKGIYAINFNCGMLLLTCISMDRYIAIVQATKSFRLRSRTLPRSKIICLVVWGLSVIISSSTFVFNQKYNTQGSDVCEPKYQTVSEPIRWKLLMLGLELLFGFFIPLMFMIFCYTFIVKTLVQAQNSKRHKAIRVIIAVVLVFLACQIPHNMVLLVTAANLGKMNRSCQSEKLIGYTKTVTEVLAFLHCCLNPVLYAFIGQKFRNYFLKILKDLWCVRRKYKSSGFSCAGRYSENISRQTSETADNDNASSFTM
# Numbers without * were called inactive; i = inactive; . = no result given.
SMILES,EBI2 block,ATG4B inhibitor,APJ ag,UBC13 inh,APJ antag,Gli-Sufu block,CXCR6 inh,CCR6 antag
CN(C)C(=O)CCc1nc2sc3c(c2c(=O)[nH]1)CCCC3,4,-1,-2,10,35,-9,0,3
O=C(C1CCN(c2ncnc3c2nc2n3CCCCC2)CC1)N1CCCCC1,-4,0,-1,27,-13,.,1,1
CCOc1[nH]n(-c2ccccc2)c(=O)c1C=Nc1ccc(C(=O)OC)cc1,14,0,-4,-14,11,-3,-7,12
Cc1cc(C(F)F)nn1CC(=O)N1CCSCC1,-14,-10,-2,-2,5,-2,-2,-5
COC1=C/C(=C/c2c(N)n3cc(C)sc3nc2=O)C=CC1=O,-8,-8,-4,-202,31,1,13,32
CCN(C[C@H]1N[C@@](CC)(C(=O)OC)[C@H]2C(=O)N(C)C(=O)[C@@H]12)C(=O)Nc1ccc(C(F)(F)F)cc1,-3,-7,-2,-10,-5,-1,-4,-9
O=C1N(Cc2cccnc2)C[C@@H]2C[C@@H](c3ccccc3C#Cc3ccccc3)N3CCC[C@@]123,6,-1,-4,-5,24,11,7,14
CCN1C(=O)[C@@H]2[C@H](C1=O)[C@@H]1C(=O)Nc3ccccc3C(=O)N1[C@@H]2c1ccc(Br)cc1,-16,-5,7,8,-1,4,-5,2
CC1CC(C)CN(CCCOc2ccccc2[N+](=O)[O-])C1 (stereo unspecified),-4,-18,8,-11,11,11,2,22
CCc1nc(SCC(=O)NC2CC2)c2c(C)c(C)sc2n1,1,-5,-2,5,1,23,13,3
Cc1ccc(C(=O)N/N=C\c2ccc(OC(=O)c3cccc(F)c3)cc2)cn1,-19,-4,-1,1,-4,-7,-11,-3
COc1cc(C(=O)N[C@@H](C)C(=O)NCc2ccco2)cc(OC)c1OC,3,-4,6,-10,4,-2,-6,1
COC(=O)c1ccc(C(=O)Nc2nc3cc(N)c(C)cc3s2)cc1,3,-5,-1,-9,-15,-2,-14,7
O=C(c1ccc2c(c1)OCO2)C1CCCN(Cc2cccc(C(F)(F)F)c2)C1 (stereo unspecified),-6,3,9,-2,16,14,-5,7
CN(C)N=Nc1nc2c([nH]1)c(=O)n(C)c(=O)n2C,3,1,-3,0,8,5,-5,3
CCOc1ccc(NC(=O)CN(C)c2ccc(S(=O)(=O)N(C(C)C)C(C)C)cn2)cc1OCC,-10,-1,-2,-8,-12,7,-7,-2
Cc1ccc(Cn2nnc3c(=O)n(CC(=O)N4CCCc5ccccc54)cnc32)cc1,-1,-8,-1,1,5,7,0,2
CCn1c(=O)cc(SCC(=O)Nc2ccc(OC)c(OC)c2)c2ccccc21,2,3,-4,14,-1,-5,-2,5
CCOC(=O)C1=C(CC)Nc2ccccc2N=C1NC(=O)c1cc(C)on1,-11,-6,1,-2,0,-5,5,-4
CC(C)C(=O)N[C@H]1CCC2C3CC=C4C[C@@H](O)CC[C@]4(C)C3CC[C@@]21C (stereo partly specified),14,-3,-5,13,-4,7,4,12
COc1cc(/C=N/n2c(-c3n[nH]c4c3CCC4)n[nH]c2=S)ccc1O,-3,-3,3,-1,-6,7,15,11
S=c1nc(-c2ccccc2)oc2c1CCCC2,0,0,-1,2,25,-71,17,30
CC(=O)Nc1ccc(S(=O)(=O)NCCNS(=O)(=O)c2ccc(NC(C)=O)cc2)cc1,-21,-2,0,-3,4,-18,12,10
O=C(NCc1ccco1)C(=O)NCC1OCCN1S(=O)(=O)c1ccc(Cl)cc1 (stereo unspecified),-4,-11,-4,-4,-4,3,-11,-8
COc1cccc(C(=O)Oc2cccc(N3C(=O)C4C5CC(C(Br)C5Br)C4C3=O)c2)c1 (stereo unspecified),-7,-7,-1,-2,-15,8,-8,2

# 5 of the entries above in order of their number in APJ antag, descending:
smiles | APJ antag
Cc1cc(C(F)F)nn1CC(=O)N1CCSCC1 | 5
O=C(NCc1ccco1)C(=O)NCC1OCCN1S(=O)(=O)c1ccc(Cl)cc1 (stereo unspecified) | -4
CCOc1ccc(NC(=O)CN(C)c2ccc(S(=O)(=O)N(C(C)C)C(C)C)cn2)cc1OCC | -12
O=C(C1CCN(c2ncnc3c2nc2n3CCCCC2)CC1)N1CCCCC1 | -13
COC(=O)c1ccc(C(=O)Nc2nc3cc(N)c(C)cc3s2)cc1 | -15

# Continuation.
SMILES,EBI2 block,ATG4B inhibitor,APJ ag,UBC13 inh,APJ antag,Gli-Sufu block,CXCR6 inh,CCR6 antag
CC(C)(C)S(=O)(=O)c1ccccc1-c1noc(-c2ccccc2)c1C(N)=O,10,-5,-1,6,17,8,-1,3
CCCS(=O)(=O)N1CCCC(C(=O)Nc2ccc3c(c2)CCC3)C1 (stereo unspecified),-6,0,1,-3,7,45,1,18
C/C=C/c1ccc(OCC(O)CNCCc2ccc(OC)cc2)c(OC)c1 (stereo unspecified),-12,0,-4,10,2,4,6,14
CCC1(CC)Cc2ccccc2-c2[nH]c(=S)[nH]c(=O)c21,-4,0,1,59*,-3,7,-1,-2
CC(=O)OC1c2ccccc2C(=O)N1c1ccccc1C (stereo unspecified),-6,-3,-7,4,-5,0,6,6
O=C(Nc1ccnn1C1CCN(Cc2cc3ccccc3[nH]2)CC1)C1CCOC1 (stereo unspecified),-8,.,0,5,22,.,-10,.
CCCCCOC(=O)Nc1nnc(CCC)s1,-6,-4,2,4,-19,-8,11,-8
CC1CN(C(=O)COC(=O)c2ccc(Cl)nc2)CC(C)O1 (stereo unspecified),5,-3,-4,0,17,3,2,8
CCCCNC(=O)C1Cc2cc(S(=O)(=O)N3CCCCC3)ccc2N1C(C)=O (stereo unspecified),-4,-2,-4,-4,28,3,-1,12
O=C(COc1ccccc1-c1ccccc1)NNC(=O)NC1CCCCC1,-4,18,-3,9,-8,3,-3,4
CCOC(=O)c1c(NC(=O)c2ccco2)n(C2CCCCC2)c2nc3ccccc3nc12,19,1,-19,-31,58*,8,23,42
Cc1ccc(CSc2nnc(C)c(=O)[nH]2)cc1,-20,-4,-2,6,7,-6,3,-1
C=CCOc1cccc(CNCc2cccnc2)c1,2,2,-2,-2,5,-12,-5,13
COc1ccc(NC(=O)CCS(=O)(=O)c2ccc(Cl)cc2)cc1,-1,-10,0,-7,0,4,4,5
C=CCn1c(C)c(/C=C/c2cc[n+](C)cc2)c2ccccc21,3,0,-2,i,5,45,4,16
O=C(COC(=O)CCc1nc2ccccc2n1-c1ccccc1)Nc1cccc(Cl)c1,-1,25,-1,-5,-15,-1,8,-11
COc1ccc(C)cc1-n1nnnc1SCC(=O)Nc1cc(C)on1,-7,-6,-3,10,-8,3,-5,15
CCOC(=O)C(C)Oc1cccc2c(=O)n(CC(=O)N3CCCc4ccccc43)ccc12 (stereo unspecified),10,-15,-1,-4,11,-5,-4,10
CC1CCCN(c2nc3ccccc3nc2C(C#N)S(=O)(=O)c2cccs2)C1 (stereo unspecified),2,29,1,1,-16,3,-10,-6
Cc1c(NC(=O)C2CC(c3cccc(Br)c3)=NO2)c(=O)n(-c2ccccc2)n1C (stereo unspecified),-4,5,-3,5,-1,-2,3,-4
COC(=O)c1ccc(/C=N/Nc2nc(-c3ccc(C)cc3)cs2)cc1,-16,-3,3,-31,-19,-10,-1,2
O=C(NNC(=O)c1sccc1-n1cccc1)c1ccc(Cl)cc1,1,5,1,-8,16,5,-4,5
c1csc(CCNc2ncnc3sc4c(c23)CCC4)c1,35,30,-2,4,-61,56*,-1,15
CC1(OC(=O)C2CCCC2)C(=O)C=C2C=C(c3ccsc3)N(CCc3c[nH]c4ccccc34)C=C2C1=O (stereo unspecified),-30,-14,12,-65,-78,30,-3,-8
Cc1nc2c(c(C)nn2-c2ccccc2)c(C)c1CCC(=O)NCCCOC(C)C,-3,1,-5,10,-9,17,-3,15

# Molecules listed so far with a CF3 group (2):
SMILES,EBI2 block,ATG4B inhibitor,APJ ag,UBC13 inh,APJ antag,Gli-Sufu block,CXCR6 inh,CCR6 antag
CCN(C[C@H]1N[C@@](CC)(C(=O)OC)[C@H]2C(=O)N(C)C(=O)[C@@H]12)C(=O)Nc1ccc(C(F)(F)F)cc1,-3,-7,-2,-10,-5,-1,-4,-9
O=C(c1ccc2c(c1)OCO2)C1CCCN(Cc2cccc(C(F)(F)F)c2)C1 (stereo unspecified),-6,3,9,-2,16,14,-5,7

# (next part)
SMILES,EBI2 block,ATG4B inhibitor,APJ ag,UBC13 inh,APJ antag,Gli-Sufu block,CXCR6 inh,CCR6 antag
COc1ccc(NS(=O)(=O)c2ccc3nc(COc4ccc5ccccc5c4)[nH]c3c2)cc1,41,-14,0,-19,-34,14,-13,20
CCOC(=O)c1ccc(NC(=S)NN2CCN(C)CC2)cc1,-4,-3,-3,-4,1,7,-2,13
O=C(Cc1cccc2ccccc12)N/N=C/c1ccc(O)c([N+](=O)[O-])c1,0,-5,-2,-26,10,-2,9,21
Cc1ccc(NC2=C/C(=N/S(=O)(=O)c3cccs3)c3ccccc3C2=O)cc1C,6,-1,.,.,.,2,-20,14
Cc1cccc(-n2ncc3c(N4CCC5(CC4)OCCO5)ncnc32)c1,6,6,-2,-4,-6,-89,6,-3
COc1cc(C(=O)OCC(=O)NCc2ccco2)cc(OC)c1OC,-6,-8,-7,-7,-1,7,-25,28
Cc1cc(N2CCOCC2)n2nc(-c3cccc(F)c3)cc2n1,8,8,0,17,-13,8,6,-3
O=C(COC(=O)Cc1ccccc1F)Nc1ccc2[nH]c(=O)[nH]c2c1,4,6,7,3,-63,-8,-2,17
O=[n+]1c2c(n([O-])c3c1CCCC3)CCCC2,-9,6,-3,5,-18,6,-6,-4
CN(CC(=O)Nc1cccc(S(=O)(=O)N(C)C)c1)Cc1ccccc1,-3,-3,2,-8,1,4,-3,14
O=C(COc1coc(CN2CCN(c3ccccc3)CC2)cc1=O)Nc1ccccc1,-1,-3,4,-5,-11,-4,2,6
Cc1ccc(Cl)c(OCC(=O)Nc2cccnc2)c1,-2,-4,2,3,-14,5,0,-6
Cc1nn(C)cc1/C=N/NC(=S)Nc1ccccc1,5,-4,-1,-7,-6,-43,-1,16
N#Cc1c(-c2ccccc2)nc2n(-c3ccccc3)nc(C(=O)Nc3ccccc3)n2c1=O,4,-2,-5,-18,-2,-6,10,21
CCN(Cc1ccccc1)S(=O)(=O)c1c(C)[nH]c(C)c1C(=O)N1CCCC1,-2,-1,-2,-4,-11,-10,-4,-6
CCC(C)[C@H](NC(=O)OC(C)(C)C)C(=O)N/N=C/C1=Cc2ccccc2OC1 (stereo partly specified),9,-6,-5,0,-1,-2,-10,-3
C=CCNc1nc(-c2ccc(O)c(C(N)=O)c2)cs1,-16,2,1,14,-8,-9,-25,0
COc1ccc(S(=O)(=O)N(C)C)cc1NC(=O)C1CCN(c2ncnc3sc(C)c(C)c23)CC1,2,21,.,.,.,10,-8,6
CC(C)(C)NC(=O)COC(=O)c1ccccc1Nc1ccc(SC(F)F)cc1,-7,23,0,18,1,-23,8,-13
S=c1[nH]nc(COc2ccc(Cl)cc2)o1,-4,-11,-1,-2,-4,3,-9,10
Cc1ccc(CNC(=O)CCCC(=O)Nc2cc(C)on2)cc1,-3,-1,-4,1,6,-2,2,7
COC(=O)c1ccccc1NC(=O)CN1C(=O)c2ccccc2C1=O,-24,0,-3,-9,-16,4,6,13
O=C(Nc1nc2ccccc2[nH]1)c1ccccc1OC(F)F,8,-1,0,6,13,-99,-5,12
O=C(NC(=S)Nc1ccc(N2CCCCC2)c(Cl)c1)c1cccs1,17,-3,-6,4,8,25,23,37
CN1C(=O)[C@H]2[C@@H](C3CC3)N3C(=O)CN(CC4CC4)C(=O)[C@@]3(C)[C@H]2C1=O,2,-3,9,-3,-3,8,-12,-1
COc1ccc(-c2c(-c3cc(OC)cc(OC)c3)n(C)c3ccc(-c4ccc(S(N)(=O)=O)cc4)cc23)cc1,8,-3,0,14,12,-6,0,2
NCCNC(=O)c1c(NC(=O)c2ccccc2)sc2c1CCCC2,-12,-5,3,11,-4,1,9,17
COC(=O)c1ccc(N=C2S/C(=C\c3cc(C)n(-c4cccnc4)c3C)C(=O)N2C)cc1,5,3,-4,4,7,-15,9,5
COc1ccc(/C(N)=N/OC(=O)c2cccc([N+](=O)[O-])c2C)cc1OC,10,-3,0,-7,-71,20,-15,-14

# Assay outcomes deposited in PubChem BioAssay by Sanford-Burnham Center for Chemical Genomics.
